Screening results: PubChem BioAssay, several laboratories
CYP2C9 act: increases human cytochrome P450 2C9 activity; P11712; recombinant CYP2C9, luciferin-H conversion, luminescence; active compounds read high; factor 1 = untreated enzyme, 0 = blocked; activation factor at 5 µM; 1.4% of 96,000 active;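 active means activation factor of 2 or more for CYP2C9 at a 5 µM dose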;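 further: 0 = sulfaphenazole-blocked wells and 1 = vehicle-only wells; values of inactives mirror those of a sister screen read the other way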
Rev-RRE block: HIV Rev-RRE protein-RNA interaction inhibition; P05866; Rev peptide-RRE RNA binding, FRET; inhibition, % at 8 µM; 0.79% of 97,000 active; AID 704;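 active means inhibition above the screen-wide mean plus 3 SD, cut at about 35% in these data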;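 further: 0% = median DMSO wells and 100% = median Neomycin B control wells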
Target sequence (P05866 whole entry, looked up): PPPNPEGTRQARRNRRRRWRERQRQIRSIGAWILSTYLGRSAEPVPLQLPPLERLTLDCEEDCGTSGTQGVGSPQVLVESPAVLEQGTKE
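Assay system: Rev peptide and RRE RNA, both fluorescently labelled; times: 5 min preincubation and 15 min binding, 25 °C; detection: FRET, ex 480 nm, em 540 and 671 nm; read-out basis: % inhibition from 671/540 nm acceptor-to-donor ratio, scaled between controls; benchmarks: DMSO low control, neomycin B high control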
PLK1 inh: PLK1 (human) kinase inhibition | inhibition, % at 10 µM | 0.53% of 97,000 active | recombinant PLK1 kinase, TR-FRET peptide phosphorylation | P53350 | AID 619;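 active means inhibition of 50% or more in the single-concentration screen; inactive means inhibition below 50%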;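 further: 0% = DMSO max control and 100% = H-89 dihydrochloride min control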
CYP2C9 inh: human CYP2C9 inhibition | inhibition, % at 5 µM | P11712 | CYP2C9 Supersomes, luciferin-H conversion, luminescence | 20% of 96,000 active | AID 777;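 active means blocking of liver enzyme CYP2C9 beyond about 50% at 5 µM, limit read from the data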; further: values of inactives mirror those of a sister screen read the other way
EphB4 ephrin blk: EphB4-ephrin-B2 interaction antagonism; P54760; 0.15% of 97,000 active; AID 720; inhibition, % at 7 µM; EphB4 LBD / TNYL-RAW-Alexa532 peptide, fluorescence polarization;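 active means inhibition above the screen-wide mean inhibition plus 3 SD, cut at about 15% in these data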;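 further: 0% = DMSO wells and 100% = excess unlabeled TNYL-RAW peptide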
Target sequence (P54760 whole entry, looked up, the tested form may be a part): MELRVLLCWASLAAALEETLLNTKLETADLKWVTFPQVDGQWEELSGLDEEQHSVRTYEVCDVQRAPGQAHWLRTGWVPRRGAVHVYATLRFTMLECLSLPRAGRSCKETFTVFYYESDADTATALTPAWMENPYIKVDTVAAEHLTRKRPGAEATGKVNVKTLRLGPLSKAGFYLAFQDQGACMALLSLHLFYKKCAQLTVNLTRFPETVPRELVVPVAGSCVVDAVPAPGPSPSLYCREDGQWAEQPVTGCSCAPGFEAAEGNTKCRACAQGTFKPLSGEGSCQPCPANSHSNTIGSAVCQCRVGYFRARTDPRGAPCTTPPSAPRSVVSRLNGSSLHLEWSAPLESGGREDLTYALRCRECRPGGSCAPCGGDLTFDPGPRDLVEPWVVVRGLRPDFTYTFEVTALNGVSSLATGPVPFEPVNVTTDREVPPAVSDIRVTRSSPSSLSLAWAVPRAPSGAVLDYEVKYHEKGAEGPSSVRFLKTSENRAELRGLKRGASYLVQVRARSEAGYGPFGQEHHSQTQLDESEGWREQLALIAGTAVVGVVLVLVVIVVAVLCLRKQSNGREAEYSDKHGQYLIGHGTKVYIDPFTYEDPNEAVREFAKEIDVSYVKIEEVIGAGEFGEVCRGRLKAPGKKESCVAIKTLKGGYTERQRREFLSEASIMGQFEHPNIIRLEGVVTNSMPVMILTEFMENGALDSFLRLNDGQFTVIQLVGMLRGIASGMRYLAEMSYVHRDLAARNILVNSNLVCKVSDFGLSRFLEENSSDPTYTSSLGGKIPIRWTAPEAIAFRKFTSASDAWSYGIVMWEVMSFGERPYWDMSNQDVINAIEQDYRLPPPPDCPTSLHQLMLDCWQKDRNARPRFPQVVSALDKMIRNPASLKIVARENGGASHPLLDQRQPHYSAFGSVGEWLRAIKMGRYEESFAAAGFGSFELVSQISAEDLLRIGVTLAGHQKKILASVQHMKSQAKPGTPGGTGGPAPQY
Candida biofilm: kills Candida albicans biofilms; inhibition, % at 6 µM; AID 834; 0.14% of 85,000 active; C. albicans biofilm + clotrimazole, Alamar Blue;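 active means inhibition above 20%; inactive means inhibition below 20%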;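 further: preformed 24 hr biofilms exposed to compound for 48 hr; 0% = biofilm without compound and 100% = blank killed by clotrimazole plus chlorhexidine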
LYP act: increases human PTPN22 phosphatase activity | Q9Y2R2 | 0.11% of 96,000 active | recombinant LYP, DiFMUP fluorescence; 0 = plate median, 100 = signal doubled | AID 697 | activation, % at 2 µM;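 active means activation at 2 µM above a set limit, the mean plus 5 SD, cut at about 37% in these data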
PTPN22 inh 2: LYP (human) phosphatase inhibition; Q9Y2R2; recombinant LYP catalytic domain, DiFMUP fluorescence; inhibition, % at 2 µM; 0.21% of 96,000 active; AID 640;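 active means inhibition at 2 µM at or above a set limit, the screen mean plus 3 SD, cut at about 24% in these data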;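 further: 0% = DMSO with enzyme and 100% = enzyme fully blocked by orthovanadate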
PLK1 PBD inh: inhibitors of human Plk1 polo box domain binding. P53350. Plk1 PBD phosphopeptide binding, fluorescence polarization. inhibition, %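 (tested at about 20 µM)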. 0.13% of 97,000 active. AID 693; in the data active means inhibition above about 34%, passing the limit was not always enough
The depositor's hits bear a star; i = inactive; . = not tested or not shown. Random draw from the library; overall some 20% were active at least once.

Preview:
molecule	CYP2C9 act	Rev-RRE block	PLK1 inh	CYP2C9 inh	EphB4 ephrin blk	Candida biofilm	LYP act	PTPN22 inh 2	PLK1 PBD inh
CCOc1ccc(S(=O)(=O)Nc2nc3cc(OC)ccc3s2)cc1	0.2	7	-13	85*	-6	.	9	-9	5
C=CCNC(=O)NC(=O)COC(=O)/C(C#N)=C/c1cc(C)n(CC(C)C)c1C	0.9	4	-1	11	1	15	-2	4	4

All compounds of this part, repeating the preview:
molecule	CYP2C9 act	Rev-RRE block	PLK1 inh	CYP2C9 inh	EphB4 ephrin blk	Candida biofilm	LYP act	PTPN22 inh 2	PLK1 PBD inh
CCOc1ccc(S(=O)(=O)Nc2nc3cc(OC)ccc3s2)cc1	0.2	7	-13	85*	-6	.	9	-9	5
C=CCNC(=O)NC(=O)COC(=O)/C(C#N)=C/c1cc(C)n(CC(C)C)c1C	0.9	4	-1	11	1	15	-2	4	4
CN(CCCNC(=O)c1cccc(N2CCCC2=O)c1)c1ccccc1	.	5	-13	.	-2	5	9	-5	-11
OC(CN1C2=NCCCN2c2ccccc21)c1ccc(Cl)cc1 (stereo not drawn)	1	0	80*	-3	4	6	.	.	-14
Cc1[nH]nc2c1C1(CCN(C(=O)c3ccccc3)CC1)C(C#N)=C(N)O2	1.1	0	-3	-12	-1	.	2	1	-4
Clc1ccc2c(c1)-c1nnc(Br)n1-c1ccccc1S2	.	3	-5	.	12	5	-4	4	-27
CCOC(=O)c1c(NC=O)sc2c1CCC2	1.4	0	10	-38	-6	5	4	-3	-11
CCCCCCCC1CC(CSC(=N)N)OC1=O (stereo not drawn)	1.1	-4	-1	-14	6	6	8	-8	-14
CCCOc1cccc(NC(=O)c2c(-c3ccccc3)noc2C)c1	0.8	20	-7	16	7	6	-2	2	-6
CC1CC(C(F)F)n2nc(C(=O)O)cc2N1 (stereo not drawn)	1	5	-7	4	1	2	-2	2	-15
Cc1ccc(Cl)cc1N1CCN(S(=O)(=O)c2c(C)[nH]c(=O)[nH]c2=O)CC1	0.7	1	-7	26	-6	3	1	-2	2
Cc1cccc(N2CCN(C(=O)Cc3ccc(Br)cc3)CC2)c1C	0.7	10	1	31	0	3	5	-5	-20
COc1ccc(Nc2nc(N)nc(CSc3nncn3C)n2)cc1	0.9	12	-11	13	7	0	-1	5	-4
COc1ccccc1N1CCN(S(=O)(=O)c2ccccc2F)CC1	0.4	8	-12	64*	0	-1	3	-4	-7
COc1ccc(N(CC(=O)N2CCCC(C)C2)S(=O)(=O)c2c(C)nn(C)c2C)cc1 (stereo not drawn)	0.6	4	-13	37	-4	2	-1	0	7
Cc1ccc(C)c(S(=O)(=O)N2CC(=O)Nc3ccccc32)c1	0.9	-1	-5	12	2	1	7	-12	10
OC(COCc1ccccc1)Cn1cnc2ccccc21 (stereo not drawn)	1.1	1	-6	-7	-7	.	0	5	-13
Cc1nnc(-c2cnn(-c3ccccc3)c2N)n1Cc1ccccc1	1.1	2	-13	-10	1	.	2	1	5
Cc1cccc(COc2ccccc2/C=N/Nc2ccc([N+](=O)[O-])cc2)c1	0.6	64*	-16	44	4	.	-6	9	0
O=C(Nc1ccccc1Cl)ON=C1c2ccccc2-c2ccccc21	0.2	11	9	78*	2	.	-13	14	-1
CC(=O)c1c(C(C)=O)c(C)n(NC(=O)c2ccc(Cl)cc2)c1C	0.6	3	-4	45	2	5	-2	3	11
Clc1ccccc1OCCCCn1ccnc1	0	-1	1	96*	-6	8	-6	2	23
O=C(COC(=O)C12CC3CC(CC(C3)C1)C2)N1CCN(S(=O)(=O)c2ccccc2)CC1	1.1	11	-6	-7	6	8	0	-1	-17
CCc1c(C)nc2cc(-c3cc(OC)cc(OC)c3)nn2c1N1CCCC1	0.7	2	-15	33	0	7	-2	2	-2
CCOC(=O)C1CCN(C(=O)CCCOc2ccccc2)CC1	0.9	3	0	7	-5	4	0	1	6
COCCn1c(SCc2nc3ccccc3s2)nc2ccccc21	0.1	12	-16	86*	-4	-1	-6	6	-27
COC(=O)CSc1nnc(-c2ccoc2C)n1-c1ccc(C)cc1	0.9	-1	-9	5	-4	7	0	0	-17
CCC(=O)Nc1ccc(NC(=O)CN2CCCC(C)C2)c(Cl)c1 (stereo not drawn)	0.9	4	-13	6	-6	1	-3	7	1
COC(=O)C1=C(C)NC(=O)NC1/C=C/c1ccccc1 (stereo not drawn)	1	7	-5	-1	5	8	-5	8	14
CCOC(=O)c1c(-c2ccccc2)csc1NC(=S)NC(=O)c1ccccc1	0.4	6	-11	55*	4	.	3	0	12
CN(CCO)C1=CC(=O)CC(C)(C)C1	.	5	-10	.	-4	7	-9	6	15
COCc1nnc(NC(=O)c2ccc(S(=O)(=O)N(C)c3ccccc3)cc2)o1	0.2	8	-14	77*	-2	8	-4	1	11
O=C(Nc1cccc(F)c1)N1CCN(C/C=C/c2ccccc2)CC1	0.8	9	3	22	-1	2	-2	3	-13
O=C(c1ccc(CS(=O)(=O)c2ccc(Br)cc2)o1)N1CCN(c2ncccn2)CC1	0.2	1	-9	81*	-2	6	3	-6	12
C=CCN(CC=C)Cc1c(O)ccc2c1oc(=O)c1ccccc12	.	8	4	.	5	.	0	4	3
COc1ccccc1-c1cc(C(F)(F)F)nc(N2CCOCC2)n1	1	12	i	1	2	-3	-4	2	-10
Cc1cc(NS(=O)(=O)c2ccc(Br)s2)no1	.	3	-20	.	2	5	13	-11	8
O=C(Cn1nnc2ccccc21)NCc1ccccc1	1.1	4	-8	-14	10	6	-4	-1	12
Cc1ccc(Cl)cc1N1CCN(Cc2nc3c(c(=O)[nH]c(=O)n3C)n2CCc2ccccc2)CC1	.	1	-9	.	4	2	-19	17	15
COc1cccc(-c2cnc(NCc3cc(Cl)ccc3O)n2C)c1	0	0	4	98*	-5	-1	-2	0	25
C=CCn1c(SCC(N)=O)nc(C)cc1=O	0.9	4	-10	10	-3	1	4	-2	2
COc1ccc(C2c3c(oc4ccccc4c3=O)C(=O)N2CC2CCCO2)cc1 (stereo not drawn)	0.6	7	0	41	-6	11	2	-4	-28
Cc1ccc2c(c1)C(CCN)C(=O)N2Cc1ccccc1 (stereo not drawn)	1.1	-3	1	-13	0	5	-3	6	14
Cc1nnc(SCc2ccc3c(c2)OCO3)s1	0.5	5	-1	55*	2	-1	-7	7	-17
O=c1c2ccccc2c(C=NCCCN2CCOCC2)c(O)n1Cc1ccccc1	0.3	1	-14	71*	3	10	-7	10	-20
O=C(N/N=C/c1ccc([N+](=O)[O-])s1)c1ccccc1Br	0.8	0	-8	17	-4	11	-12	10	-7
COC(=O)CSc1nnc(-c2sc3cc(OC)ccc3c2Cl)n1C	1	4	-11	-4	0	2	1	-2	15
O=C(O)CCN(CCC(=O)O)c1ccccc1	1	2	-4	-4	8	9	5	-6	9
c1ccc(-c2cc3n(c2)CCc2ccccc2-3)cc1	.	-1	-7	.	1	6	-14	14	19
O=C1OCCC1Sc1nnc(-c2ccc(O)cc2)o1 (stereo not drawn)	1.2	-3	1	-18	-6	1	-5	8	-28

(next part)
molecule	CYP2C9 act	Rev-RRE block	PLK1 inh	CYP2C9 inh	EphB4 ephrin blk	Candida biofilm	LYP act	PTPN22 inh 2	PLK1 PBD inh
COc1ccc(CNC(=O)Cn2cnc3c(=O)n(C)c(=O)n(C)c32)cc1	1.2	8	-2	-24	2	10	12	-14	-2
CCCS(=O)(=O)N1CCCC(C(=O)NCCCOC(C)C)C1 (stereo not drawn)	1	3	-12	0	-1	4	4	-5	-9
Cc1ccc(-c2nnc(CSc3nc4cc5c(cc4cc3C)OCO5)o2)cc1	0.4	15	-5	65*	3	4	-7	8	-8
CCN(CC)CCCNC(=O)c1cc(-c2ccc(Cl)cc2)on1	0.8	-11	5	22	0	.	3	-6	1
CCOC(=O)CC1C(=O)NCCN1C(=O)COc1ccc(Br)cc1C (stereo not drawn)	1.1	3	-2	-12	6	5	-13	16	-15
COc1ccc(C2CC(c3ccccc3Cl)Nc3ncnn32)cc1OC (stereo not drawn)	1	5	-8	-3	3	1	-14	12	-17
Cn1c(Cc2cccs2)nnc1SCC(=O)N1CCc2ccccc21	1	-3	-7	2	-13	-3	16	-17	-25
CC(=O)Nc1sc2c(c1C(c1ccc(Cl)cc1)N1CCOCC1)CCCC2 (stereo not drawn)	0.8	-7	-4	17	-2	0	11	-11	-3
CC(C)(C)C(=O)NC(=C(Cl)Cl)P(=O)(O)O	1.1	8	-6	-14	3	.	-5	4	5
CCCN1CCN(C(=O)C2CCN(S(=O)(=O)c3ccc4c(c3)oc(=O)n4C)CC2)CC1	1	11	10	-4	6	6	6	-8	-1
CN(C)c1nc(SCc2ccc(Cl)cc2)nc2c1CCCC2	0.1	12	-2	86*	2	.	14	-10	18
O=C(Nc1nnc(-c2cccs2)o1)c1cccc(C(F)(F)F)c1	0.4	7	61*	59*	3	2	.	.	12
CC1CCN(c2c(NCC3CCC(C(=O)N4CCCCC4)CC3)c(=O)c2=O)CC1 (stereo not drawn)	1.7	-2	-11	-68	-9	12	4	-8	2
CCOC(=O)c1cc(C)n(-n2cnnc2)c1C	1.2	7	-12	-22	0	7	3	-11	3
COc1cccc(Nc2nc(-c3sc(NC(=O)CC(C)C)nc3C)cs2)c1	0.1	1	7	86*	-3	.	-5	9	0
COc1ccc(OC)c(/C=N/NC(=O)c2cc[n+](CC(=O)c3ccccc3)cc2)c1	1	-2	-14	4	0	2	10	-14	-16
O=C(Nc1ccc(CN2CCOCC2)cc1)c1cccs1	1.1	4	-12	-12	2	0	18	-20	10
COc1ccc(CSc2n[nH]c(C)n2)cc1Br	0.9	8	-9	14	3	.	-3	1	19
Cc1ccc(-n2nnnc2-c2cnn(-c3cccc(F)c3)c2C(F)(F)F)cc1	.	11	-15	.	-3	7	-4	6	14
Cc1ccc(C(=O)c2coc3ccc(OCC(=O)O)cc23)cc1	0.9	3	18	13	-3	4	16	-16	-2
COc1cc(Cl)c(C)cc1NC(=O)CSc1nnc(-c2ccccn2)n1Cc1ccco1	0.5	8	-11	50*	-7	6	-10	10	19
Cc1c(NC(=O)CCC2CCCCC2)c(=O)n(-c2ccccc2)n1C	1	2	-3	-3	-6	.	6	-6	-13
O=C(NCCN1CCCCC1)c1ccco1	.	0	-3	.	-9	5	-14	13	-2
O=C1c2sc3nc4ccccc4n3c2C(=O)N1c1ccccc1Cl	0.4	1	-6	60*	-3	6	2	-2	9
CC(=O)C1C(c2ccco2)c2c(noc2C)CC1(C)O (stereo not drawn)	1	7	-11	4	-3	4	3	1	-12
Fc1cccc(-c2cc3nc4c(c(N5CCN(c6cnccn6)CC5)n3n2)CCCC4)c1	.	13	-11	.	0	4	-2	4	12
CCCN1Cc2cccc(C(=O)N3CCN(c4cc(Cl)ccc4C)CC3)c2C1=O	0	7	-6	96*	1	-6	-9	6	-11
Cc1nc2ccc(S(=O)(=O)NCC(=O)N3CCC(N4CCCCC4)CC3)cc2s1	0.6	4	-6	36	-2	5	4	-7	13
Fc1ccc(Cn2c(SCc3ccc(F)c(F)c3)nnc2C(F)(F)F)cc1	0.4	17	-14	57*	-9	.	-1	2	14
C/C(=N\NC(=O)c1c[nH]c2ccccc12)c1ccco1	0.6	6	-1	44	-4	1	19	-19	-2
c1ccc(CNCc2ccc3c(c2)OCO3)nc1	.	6	-13	.	-3	6	-2	5	-22
